HIF activator = HIF pathway transcriptional activation; 300,000 tested, 0.32% active; activation, % at 7.5 µM (by protocol); U2OS HRE-luciferase reporter, luminescence; normalized: DMSO 0%, desferrioxamine 100%;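 active means mean activation of at least 10% of the iron chelator positive control signal, with at least half of replicates also reaching 10%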
TRPC6 inhibitor = blocks the mouse TRPC6 cation channel. Q61143. HEK293-TRPC6, membrane potential dye, ACh-evoked depolarization; active compounds read low. B-score at 10 µM. 310,000 tested, 1.1% active. AID 2553;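 active means B-score under library mean minus 3 SD, initial fluorescence not abnormally high, positive integrated signal ratio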;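 further: B-score derived from integrated fluorescence ratio over the kinetic read; more negative B-score means stronger inhibition of depolarization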
TRPC4 inh = blocks the mouse TRPC4 cation channel | Q9QUQ5 | HEK293 TRPC4beta/mu-opioid, DAMGO-evoked Fluo4 calcium flux; active compounds read low | B-score at 10 µM | 300,000 tested, 0.39% active | AID 2247;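 active means B-score over 3 SD under the library average, no early fluorescence shift, positive overall ratio signal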
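material = TRPC4beta/mu-opioid receptor HEK293 cell line | probe or stimulus = sequential submaximal and maximal DAMGO stimulation | compound dosing = one concentration per compound | measured by = Fluo4 Ca2+ flux fluorescence | evaluation = integrated fluorescence ratio relative to baseline, converted to per-well B score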
MrgX1 antagonist = human MrgX1 receptor antagonism, primary screen | AID 588676 | Q96LB2 | MRGX1-HEK293 calcium flux, Fluo-4, BAM8-22 antagonism; active compounds read low | 310,000 tested, 1.3% active | B-score at 10 µM;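 active means calcium-response B-score plate-corrected more than 3 library SD below zero, starting fluorescence within 5 deviations, no agonist response on first addition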;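 further: peak minus trough fluorescence over baseline after final BAM8-22 challenge near maximal dose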
Target sequence (Q96LB2 whole entry, looked up): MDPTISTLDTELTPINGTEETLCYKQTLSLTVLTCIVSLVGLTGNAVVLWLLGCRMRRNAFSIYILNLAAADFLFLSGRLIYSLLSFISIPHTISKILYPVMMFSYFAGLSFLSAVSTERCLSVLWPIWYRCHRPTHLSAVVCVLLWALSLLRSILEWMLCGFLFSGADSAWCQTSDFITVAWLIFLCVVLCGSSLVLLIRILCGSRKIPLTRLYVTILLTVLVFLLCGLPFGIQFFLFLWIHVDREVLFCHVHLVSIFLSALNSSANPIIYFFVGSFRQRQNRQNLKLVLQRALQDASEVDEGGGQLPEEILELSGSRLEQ
SKKanGAS inh = inhibitors of SKKanGAS S. pyogenes growth in kanamycin (SK-promoter or general growth effect). BacTiter-Glo, 6 h. inhibition, % at 7.5 µM. 300,000 tested, 1.3% active;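 active means mean replicate score, as percent of positive control median, at least 50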;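 further: strain carries kanamycin resistance gene driven by streptokinase promoter and grows in 40 µg/ml kanamycin; loss of luminescence reflects streptokinase promoter inhibition or plain growth inhibition; 0% = median of DMSO wells and 100% = positive control at its reference dose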
KLF5 inh = suppresses KLF5 promoter-driven expression | AID 1700 | DLD-1 KLF5 promoter-luciferase reporter, luminescence | inhibition, % at 5 µM | 290,000 tested, 0.23% active;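 active means inhibition above a per-plate limit of that plate's mean compound inhibition plus 3 SD, cut at about 60% in these data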;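 further: 0% = DMSO wells and 100% = LY294002 at 200 µM; higher means less KLF5 promoter-driven luciferase light; inactives centre near -14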
TRPC4 potent = TRPC4 (mouse) allosteric potentiation; 310,000 tested, 0.42% active; AID 2227; B-score at 10 µM; Q9QUQ5; HEK293 TRPC4beta/mu-opioid, DAMGO EC20, Fluo-4 Ca2+ flux; active compounds read high;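 active means B-score of calcium response area above 5 SD of library B-scores, with initial fluorescence ratio within 5 SD of library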;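 further: B-score of integrated fluorescence ratio over time as area under calcium response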
aSyn 5UTR inh = 5' untranslated region of α-synuclein, MLPCN primary screen; AID 1813; inhibition, % (tested at 7.5 µM); 300,000 tested, 0.82% active; alpha-synuclein 5'UTR reporter, inhibitor activity; in the data active means inhibition above about 60%;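 further: H4 neuroglioblastoma cells stably carrying SNCA 5'UTR luciferase fusion; 0% = DMSO wells and 100% = positive control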
IEC-6 cytotox = counter-screen for KLF5 inhibitors: cytotoxicity in IEC-6 cells. IEC-6 cytotoxicity, luminescence viability. inhibition, % at 5 µM. 290,000 tested, 0.78% active. AID 1825; in the data active means inhibition above about 22%;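 further: 0% = plate median of test compound wells and 100% = cytotoxic reference compound wells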
TRPC4 agonist = TRPC4 (mouse) channel activation; Q9QUQ5; HEK293 TRPC4beta/mu-opioid, Fluo4 calcium fluorescence; active compounds read high; B-score at 10 µM; 310,000 tested, 0.49% active; AID 2237;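 active means B-score above 5 SD of library B-scores, and initial fluorescence ratio not above library mean plus 5 SD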;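 further: positive B-score marks a calcium rise read as TRPC4 activation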
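Assay system: HEK293 cells stably co-expressing mouse TRPC4beta and mu-opioid receptor / Timing: Fluo4 dye loading 45 min at room temperature, 110 s recording / Signal: Fluo4 calcium-sensitive dye fluorescence, kinetic, 1 Hz baseline / Read-out: integrated baseline-normalised fluorescence ratio, converted to per-well B score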
TRPC6 act = mouse TRPC6 channel activation; Q61143; 310,000 tested, 0.13% active; B-score at 10 µM; HEK293-TRPC6 membrane potential dye fluorescence; active compounds read high;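 active means B-score of the integrated fluorescence ratio above library mean plus 3 SD, and starting fluorescence ratio within library mean plus 5 SD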;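 further: higher score means more depolarization so channel activation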
Active calls of the source: *; i = inactive; x = no result given. Compounds were not picked by outcome. About 5.8% of those tested had a hit in this group.

SMILES	HIF activator	TRPC6 inhibitor	TRPC4 inh	MrgX1 antagonist	SKKanGAS inh	KLF5 inh	TRPC4 potent	aSyn 5UTR inh	IEC-6 cytotox	TRPC4 agonist	TRPC6 act
CC(C)COc1ccc(C(=O)NCc2ccco2)cc1	1.3	i	i	i	5	-29	i	-44	2	i	i
Cc1c2ccccc2nc2c(F)c(N(C)C)c(F)c(F)c12	0.2	i	i	-8.1*	-7	-27	i	-78	-2	i	i
c1cncc(CSc2nnc3ccc(-c4ccco4)nn23)c1	-0.6	i	i	i	-10	-11	i	14	2	i	i
COc1cccc(C(C(=O)NC2CCCC2)N(C(=O)c2ccco2)c2ccc(NC(C)=O)cc2)c1OC (stereo unspecified)	-0.4	i	i	i	-5	-9	i	-14	-1	i	i
CC(=O)c1sc(NC(=O)COc2c(C)cc(Cl)cc2C)nc1C	0.2	i	i	i	2	-8	i	17	3	i	i
Cc1cccc(CSCCNC(=O)CN(c2cc(C)cc(C)c2)S(C)(=O)=O)c1	-1.2	i	i	i	4	-10	i	-1	2	i	i
COc1ccc(NC(=S)Nc2ccccc2)c(OC)c1	0.9	i	i	i	-2	1	i	-10	9	i	i
COc1ccc(C2C3=C(CC(C)(C)CC3=O)N(CC(=O)O)C3=C2C(=O)CC(C)(C)C3)cc1OC	2.6	i	i	i	-8	0	i	11	-2	i	i
CC(OC(=O)c1ccccc1NS(=O)(=O)c1cccc(C(F)(F)F)c1)C(=O)N(C)Cc1ccccc1 (stereo unspecified)	-0.2	i	i	i	17	-2	i	6	4	i	i
CCOC(=O)C/C(C)=N/NC(=O)C1CC1(c1ccccc1)c1ccccc1 (stereo unspecified)	-5.9	i	i	i	6	-3	i	4	-7	i	i
COc1cnn(-c2ccccc2)c(=O)c1N(C)C	-0.3	i	i	i	1	-5	i	-18	-2	i	i
O=C1CN(C(=O)c2ccc(Br)o2)C(c2ccccc2)c2cc(Cl)ccc2N1 (stereo unspecified)	-0.3	i	i	i	-1	11	i	-53	6	i	i
CC1CC(C)CN(C(=O)Cc2c(C(=O)O)[nH]c3ccc(Cl)cc23)C1 (stereo unspecified)	0.0	i	i	i	8	-19	i	3	1	i	i
O=C1CSC(=Nc2ccccc2)N1Cc1ccccc1	-0.4	i	i	i	-16	8	i	17	2	i	i
CCC(C)C(=O)Nc1nnc(SCC(=O)NC2CCCCC2)s1 (stereo unspecified)	-0.7	i	i	i	-3	-2	i	5	0	i	i
O=C(Cn1nc(Cc2cccnc2)c2ccccc2c1=O)NCC1CCCO1 (stereo unspecified)	-0.1	i	i	i	2	-6	i	-1	-5	i	i
COc1cc(C2C3=C(CCCC3=O)Nc3ccc4ncccc4c32)ccc1O (stereo unspecified)	3.9	i	i	i	-3	35	i	-10	16	i	i
COc1ccccc1CN1CC(C(=O)NCCc2ccc(C)o2)CCC1=O (stereo unspecified)	0.7	i	i	i	2	-33	i	-3	-1	i	i
Cc1cccnc1NC(=O)CCCN1C(=O)c2ccccc2C1=O	x	i	i	i	2	-5	i	-10	2	i	i
CCCn1c(SCc2cc(=O)oc3ccc4ccccc4c23)n[nH]c1=O	-1.6	i	i	i	-2	-27	i	-19	1	i	i
COCC(C)NCc1ccc(OC)c(Br)c1 (stereo unspecified)	0.3	i	i	i	10	-24	i	-24	0	i	i
CCCCCc1c(C)nc(NCc2ccccc2)[nH]c1=O	-0.2	i	i	i	18	13	i	11	1	i	i
Cc1ccccc1C(=O)Nc1cccc(N)c1	0.3	i	i	i	8	-32	i	-28	4	i	i
Cc1ccc(NC(=O)CCN2C(=O)CSC2=O)cc1	-0.4	i	i	i	0	-23	i	-20	-3	i	i
NC(=NC(=O)c1ccccc1)N1CCOCC1	-0.2	i	i	i	3	5	i	-24	-6	i	i

Of the compounds above, these contain two or more sulfur atoms:
SMILES	HIF activator	TRPC6 inhibitor	TRPC4 inh	MrgX1 antagonist	SKKanGAS inh	KLF5 inh	TRPC4 potent	aSyn 5UTR inh	IEC-6 cytotox	TRPC4 agonist	TRPC6 act
Cc1cccc(CSCCNC(=O)CN(c2cc(C)cc(C)c2)S(C)(=O)=O)c1	-1.2	i	i	i	4	-10	i	-1	2	i	i
CCC(C)C(=O)Nc1nnc(SCC(=O)NC2CCCCC2)s1 (stereo unspecified)	-0.7	i	i	i	-3	-2	i	5	0	i	i

Other results
SMILES	HIF activator	TRPC6 inhibitor	TRPC4 inh	MrgX1 antagonist	SKKanGAS inh	KLF5 inh	TRPC4 potent	aSyn 5UTR inh	IEC-6 cytotox	TRPC4 agonist	TRPC6 act
CCN(Cc1ccc(C#CCCO)cc1)CC1CCCN(CCc2cccc(F)c2)C1 (stereo unspecified)	-8.1	i	i	i	-1	-4	i	-35	11	i	i
COc1ccc(NC(=O)Oc2ccccc2)cc1Cl	3.5	i	i	i	3	-46	i	-21	3	i	i
CCn1c(=O)cc(OCC(=O)Nc2ccccc2C#N)c2ccccc21	-0.2	i	i	i	-17	7	i	-20	2	i	i
COc1cccc(-c2csc(NC(=O)Oc3ccccc3)n2)c1	x	i	i	i	-9	-51	i	-61	1	i	i
COc1cc(C2c3[nH]c4ccccc4c3C[C@H]3C(=O)N(C4CC4)CC(=O)N23)ccc1OC(C)C (stereo partly specified)	0.6	i	i	i	9	-3	i	25	11	i	i
CC1CC(C(F)(F)F)n2nc(C(=O)O)cc2N1 (stereo unspecified)	0.0	i	i	i	6	-27	i	9	-6	i	i
COc1ccc(/C=C2\SC(=S)N(CCC(=O)Nc3cccc(O)c3)C2=O)cc1OC	0.4	i	i	i	2	1	i	-25	4	i	i
CCCCc1ccc(NC(=O)C(=O)NCCN2CCN(C(=O)c3ccc([N+](=O)[O-])cc3)CC2)cc1	0.4	i	i	i	1	-8	i	25	6	i	i
Cc1nnc(-c2cccc(Br)c2)c2cn(-c3ccc(Br)cc3)nc12	-0.2	i	i	i	56*	1	i	16	4	i	i
Cc1[nH]n(-c2ccccc2)c(=O)c1N=Nc1ccccc1	1.6	i	i	i	-13	2	i	-182	1	i	i
COc1ccc(C2(C(=O)NCCCN3CCOCC3)CCOCC2)cc1	0.0	i	i	i	2	-19	i	-4	3	i	i
COCCNC(=O)COc1ccc(N(C)S(=O)(=O)c2ccc3ccccc3c2)cc1	-0.4	i	i	i	4	-17	i	-5	2	i	i
NC(=O)c1cccc(S(=O)(=O)N2CCCCC2)c1	0.1	i	i	i	1	0	i	6	2	i	i
Cc1c(C(=O)NC(C)C)oc2c1-c1[nH]ncc1CC2	-0.2	i	i	i	3	-40	i	15	-7	i	i
COc1ccc(CCNC(=O)c2c(Cl)ccc(Cl)c2OC)cc1OC	0.1	i	i	i	10	-22	i	-6	-3	i	i
Nn1c(-c2ccccc2)cc(-c2ccccc2)cc1=O	0.2	i	i	i	-2	x	i	13	x	i	i
Cc1cc(Nc2cccc(Cl)c2)n2ncnc2n1	0.0	i	i	i	-3	-2	i	1	1	i	i
O=C(CSc1ccc(-c2ccccn2)nn1)N1CCCC1	1.4	i	i	i	4	-31	i	-34	-3	i	i
NC1=NC(=O)C(Cc2cccc(Cl)c2)S1 (stereo unspecified)	-0.1	i	i	i	-2	-30	i	30	-4	i	i
COC(=O)C1=Cc2cc(OC)cc([N+](=O)[O-])c2OC1N1CCOCC1 (stereo unspecified)	-13	i	i	i	-1	-50	i	-14	-2	i	i
O=Cc1cccc(Oc2ccc([N+](=O)[O-])cc2[N+](=O)[O-])c1	1.1	i	i	i	0	-41	i	-15	-1	i	i
Cc1cccc(CSc2nnc(NC(=O)CSc3nnc(C)s3)s2)c1	0.0	i	i	i	8	-18	i	-21	-5	i	i
CCOC(CC(=O)NNC(=O)c1c(-c2c(Cl)cccc2Cl)noc1C)OCC	-0.4	i	i	i	4	-24	i	-19	-9	i	i
c1ccc(Nc2scc(-c3ccccc3)[n+]2Cc2ccco2)cc1	2.3	i	i	i	14	-57	i	-222	0	i	i
NC(=S)NNC(=O)c1cccc(Br)c1	-0.7	i	i	i	2	-35	i	-10	2	i	i

The results go on:
SMILES	HIF activator	TRPC6 inhibitor	TRPC4 inh	MrgX1 antagonist	SKKanGAS inh	KLF5 inh	TRPC4 potent	aSyn 5UTR inh	IEC-6 cytotox	TRPC4 agonist	TRPC6 act
Cc1ccc(C(CNC(=O)c2ccc(Br)o2)N2CCN(C)CC2)cc1 (stereo unspecified)	-0.7	i	i	i	-7	x	i	8	x	i	i
CCC1CCCCN1Cc1nc2c(c(=O)n(C)c(=O)n2C)n1Cc1cccc2ccccc12 (stereo unspecified)	0.3	i	i	i	2	x	i	8	x	i	i
O=C(O)CN1C(=O)/C(=C\c2cccc(OCc3ccc(F)cc3)c2)SC1=S	-7.9	i	i	i	8	-30	i	13	-4	i	i
CCOc1ccc2nc(NC(=O)C3CCCN(S(=O)(=O)c4cccs4)C3)sc2c1 (stereo unspecified)	-0.1	i	i	i	42	-6	i	5	-1	i	i
CC(C)(C)OC(=O)NCCCC[C@H](NC(=O)c1nc[nH]c1C(=O)N1CCN(c2ccccc2)CC1)C(=O)OC(C)(C)C	0.6	i	i	i	-1	x	i	5	x	i	i
Cc1ccc(NC2c3ncccc3C(=O)N2Cc2ccc(F)cc2)cc1 (stereo unspecified)	-0.2	i	i	i	6	-21	i	7	0	i	i
CCn1c(SCC(=O)NNC(=O)c2ccccc2)nnc1-c1ccncc1	0.3	i	i	i	0	0	i	7	-5	i	i
CCOC(=O)C1=C(C)Nc2nc(C)nn2C1c1ccc(OC)c(OC)c1 (stereo unspecified)	0.3	i	i	-6.7*	-2	9	i	13	0	i	i
COc1ccccc1CCc1nnc(CCC(=O)NCCOc2cccnc2)o1	-0.8	i	i	i	-15	-21	i	1	-2	i	i
COC(=O)CSc1nc(Cc2ccccc2)nc2ccccc12	0.0	i	i	i	0	-21	i	13	0	i	i
CCCNC(=O)[C@H](Cc1c[nH]c2ccccc12)NC(=O)c1ccccc1Cl	1.1	i	i	i	-5	-32	i	-40	-5	i	i
Cc1csc(NC(=O)CSc2ccc(-c3ccccc3)nn2)n1	-0.7	i	i	i	-9	-14	i	11	2	i	i
CCOC(=O)N1CCN(C(=O)c2ccc3c(c2)sc2nc(-c4ccc(OC)cc4)cn23)CC1	1.0	i	i	i	45	-47	i	-60	2	i	i
O=C(c1cccc(S(=O)(=O)N2CCCCC2)c1)N1CCOCC1	0.0	i	i	i	4	-38	i	5	-1	i	i
O=C(NCc1ccco1)c1c(O)c2cccc3c2n(c1=O)CCC3	-0.4	i	i	i	6	-38	i	-20	-10	i	i
Cc1coc2c(C)c3oc(=O)c(CC(=O)N[C@@H](CC(C)C)C(=O)O)c(C)c3cc12	-34	i	i	i	-2	-30	i	11	-5	i	i

Bioassay records from PubChem BioAssay.
